Screens deposited in PubChem by several laboratories.
TbMetRS inhib: Trypanosoma brucei MetRS inhibition; inhibition, % at 11.9 µM; 0.4% of 360,000 active; purified T. brucei MetRS, ATP depletion, Kinase-Glo luminescence;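 active = inhibition above a per-plate cutoff of the control wells' mean inhibition plus 3 SD, cut at about 5.5% in these data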;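 note: 0% = DMSO wells median and 100% = median of wells with control inhibitor compound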
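assay system = parasite MetRS enzyme | timing = 15 min preincubation, 2 h reaction, all 25 °C | evaluation = percent inhibition relative to median high and low control wells | medium = HEPES buffer containing pyrophosphatase, BSA, spermine, DTT | compound = single dose, 11.9 µM final nominal, 0.9% final DMSO | detection = Kinase-Glo luminescence, ATP depletion format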
bovine MsrA act: activates bovine MsrA enzyme | purified bovine MsrA, absorbance read-out | activation, % at 10.6 µM | 0.3% of 360,000 active | AID 602163; in the data active = activation above about 7.5%;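 note: 0% = vehicle and 100% = reference activator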
CSN deneddyl inh: inhibitors of human CSN-mediated cullin deneddylation | Q92905 | Purified CSN, SCF-Nedd8-OG deneddylation, fluorescence polarization | inhibition, % at 12.5 µM | 0.38% of 360,000 active;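 active = pattern-corrected inhibition above about 35%, with an unprinted fluorescence ratio check between 0.5 and 1.5, limit read from the data, passing the limit was not always enough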;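 note: 0% = enzyme with substrate and 100% = substrate without enzyme; some results filed as inactive read as strong as hits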
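assay system = purified human Csn5 enzyme expressed in HEK293T cells | amount = 0.24 nM enzyme | buffer or medium = Tris/NaCl/DTT buffer, pH 7.5 | reagent = 10 nM SCFSkp2-Nedd8OG | compound = one concentration, 12.5 µM, 0.25% DMSO | times = 90 min reaction at room temperature | signal = FP | read-out basis = % inhibition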
Neddylation inh: cullin neddylation inhibition; 0.58% of 360,000 active; TR-FRET cullin neddylation, biochemical; P61081+Q13564; AID 651699; calls only at 25 µM; in the data active = inhibition above about 36%
FAS TE block: FAS thioesterase (human) inhibition. recombinant FAS-TE, OMFH fluorogenic substrate, fluorescence endpoint. inhibition, % at 15 µM. 0.67% of 360,000 active. AID 602261;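 active = compounds whose normalised, plate-corrected inhibition of enzyme fluorescence in the single-dose primary screen is 50% or more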;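 note: 0% = DMSO with enzyme and 100% = substrate without enzyme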
PABP1 MLLE inh: inhibitors of microRNA-mediated deadenylation, human PABP1 MLLE binding. P11940. GST-MLLE / FITC-PAM2 fluorescence polarization. inhibition, % at 20 µM. 0.36% of 360,000 active; in the data active = inhibition above about 35%, passing the limit was not always enough;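 note: plate controls were DMSO wells with GST-MLLE for no effect and wells lacking GST-MLLE protein for full effect; some results filed as inactive read as strong as hits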
MsrA inh: inhibitors of bovine MsrA; inhibition, % at 15.5 µM; purified bovine MsrA, absorbance read-out; 0.75% of 360,000 active; AID 651718; in the data active = inhibition above about 4.5%;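 note: 0% = vehicle wells with enzyme and 100% = reference inhibitor wells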
Rin1-Abl PPI inh: blocks binding of human Rin1 to Abl; P00519+Q13671; TR-FRET Rin1/Abl binding, biochemical; inhibition, % at 7.35 µM; 0.4% of 360,000 active; in the data active = inhibition above about 5%, passing the limit was not always enough
E coli Lon inh: E. coli protease La inhibition. inhibition, % at 7.94 µM. 0.42% of 360,000 active. P0A9M0. purified E. coli Lon protease, fluorescence polarization; in the data active = inhibition above about 13%, passing the limit was not always enough;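 note: 0% = enzyme with probe and DMSO and 100% = no enzyme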
Starred values were filed as active, the others as inactive; i = inactive; · = no result given; + = active, no number.

SMILES | TbMetRS inhib | bovine MsrA act | CSN deneddyl inh | Neddylation inh | FAS TE block | PABP1 MLLE inh | MsrA inh | Rin1-Abl PPI inh | E coli Lon inh
NS(=O)(=O)c1ccc(NC(CNS(=O)(=O)c2ccccc2)c2ccccc2)cc1 (configuration not stated) | -0.3 | 0 | 1 | i | -5 | 10 | 0.1 | 3 | 12
CC(OC(=O)CNC(=O)c1ccc2ccccc2c1)C(=O)NC1CCCCC1C (configuration not stated) | 0.1 | -1 | 2 | i | 5 | -11 | -0.5 | -2 | -2
N=C1SC(c2ccccc2)C(=O)N1c1ncc(Cc2ccccc2Cl)s1 (configuration not stated) | 0.1 | -2 | 2 | i | 2 | 4 | -0.9 | -2 | -12
COc1cccc2c1C(=O)C[C@]1(CCCC[C@@H]1C)O2 | -0.3 | -4 | 2 | i | 5 | 14 | 2.9 | 2 | 4
Cc1c(C(=O)NCc2ccc3c(c2)OCO3)oc2ccc(S(=O)(=O)N3CCCC3)cc12 | -0.9 | -1 | 0 | i | -5 | 0 | 0.4 | 0 | -4
O=C(CN1CCCCCCC1)N/N=C/c1ccc(F)cc1F | 0.1 | -6 | -9 | i | -12 | 0 | 0.2 | 0 | 17
CC(C)C(=O)Nc1ccc(-c2nc3cccnc3o2)cc1 | 0.0 | -2 | 4 | · | -6 | -8 | 4.3 | -7 | -4
CCn1c(SCC(=O)NC2CC2)nnc1C(C)Oc1ccccc1 (configuration not stated) | 0.3 | -6 | -6 | i | -4 | -82 | -0.1 | 3 | 2
COCC(=O)N1C[C@H](C)[C@H](OC)CN(C)C(=O)c2cc(NC(=O)Nc3cccc(F)c3)ccc2OC[C@@H]1C | 34* | · | 2 | i | · | · | 0.9 | · | ·
Cc1sc(NC(=O)c2ccco2)c(CN2CCN(c3ccccn3)CC2)c1C | 0.5 | -1 | -5 | + | 30 | 18 | · | -8 | -2
Cc1cc(C)nc(SCC(=O)N/N=C/c2cccn2-c2cccc(C(F)(F)F)c2)n1 | -0.1 | -11 | 4 | i | 0 | -105 | 1.3 | -2 | 13
CCCNc1c(NS(=O)(=O)c2ccc(NC(=O)CC)cc2)c(=O)oc2ccccc12 | 0.0 | -2 | 0 | i | -2 | 10 | 0.4 | 1 | 2
COc1ccc(CN2CCN(Cc3ccc(CO)o3)CC2CCO)cc1C (configuration not stated) | -1.7 | -11 | 1 | i | 0 | 10 | 1.4 | 1 | 8
Cc1csc(NC(=O)c2ccc(C)o2)n1 | -0.8 | -3 | -3 | i | -12 | -3 | 3.4 | 0 | 4
Cc1cccc(-c2noc(CN(C)C(=O)c3ccc4c(c3)OCO4)n2)c1 | -0.3 | -2 | -1 | i | 7 | 1 | 0.4 | 0 | 0

Next section; the last six above are carried over.
SMILES | TbMetRS inhib | bovine MsrA act | CSN deneddyl inh | Neddylation inh | FAS TE block | PABP1 MLLE inh | MsrA inh | Rin1-Abl PPI inh | E coli Lon inh
Cc1sc(NC(=O)c2ccco2)c(CN2CCN(c3ccccn3)CC2)c1C | 0.5 | -1 | -5 | + | 30 | 18 | · | -8 | -2
Cc1cc(C)nc(SCC(=O)N/N=C/c2cccn2-c2cccc(C(F)(F)F)c2)n1 | -0.1 | -11 | 4 | i | 0 | -105 | 1.3 | -2 | 13
CCCNc1c(NS(=O)(=O)c2ccc(NC(=O)CC)cc2)c(=O)oc2ccccc12 | 0.0 | -2 | 0 | i | -2 | 10 | 0.4 | 1 | 2
COc1ccc(CN2CCN(Cc3ccc(CO)o3)CC2CCO)cc1C (configuration not stated) | -1.7 | -11 | 1 | i | 0 | 10 | 1.4 | 1 | 8
Cc1csc(NC(=O)c2ccc(C)o2)n1 | -0.8 | -3 | -3 | i | -12 | -3 | 3.4 | 0 | 4
Cc1cccc(-c2noc(CN(C)C(=O)c3ccc4c(c3)OCO4)n2)c1 | -0.3 | -2 | -1 | i | 7 | 1 | 0.4 | 0 | 0
COc1cc(CNC(=O)Nc2nnc([C@H]3C[C@H](O)[C@@H](CO)O3)s2)cc(OC)c1OC | -0.1 | -5 | 4 | i | -10 | -4 | -0.5 | -2 | -10
C[C@H](O)[C@@H]1C(=O)N2CCc3ccc(N4CCOCC4)cc3[C@@H]2C[C@@H]1N(C)C(=O)Nc1ccccc1 | -1.2 | 0 | 4 | i | -12 | 3 | 0.3 | 1 | 3
Cc1cc(=O)n2[nH]c(C(F)(F)F)c(-c3ccccc3)c2n1 | -0.4 | -4 | -1 | · | 0 | -10 | · | -1 | 0
CCN(CC)C(=O)COc1ccc(CC(=O)O)cc1OC | -0.9 | -9 | 4 | i | -7 | 1 | 1.2 | -1 | 9
CCOC(=O)N1CCN(c2nnc(-c3ccccc3)c3ccccc23)CC1 | -1.4 | -5 | 4 | i | -5 | 9 | 0.1 | -1 | -9
CC1=NN(C(=O)CCc2ccccc2)C(O)(c2ccncc2)C1 (configuration not stated) | -0.7 | -9 | -11 | i | -5 | 7 | 0.5 | 1 | -9
Cn1cc(S(=O)(=O)N2CCCC2)cc1C(=O)NCCc1ccccc1 | -0.1 | -4 | -6 | i | -3 | -4 | -0.7 | -1 | 5
CCOc1ccc(CCNC(=O)COC(=O)C2CCN(c3ccc(C(F)(F)F)cn3)CC2)cc1OCC | 0.0 | 0 | -3 | i | 19 | -2 | -1.1 | -3 | -3
CSCCC(Nc1ncnc2ccc(Br)cc12)C(=O)O (configuration not stated) | -1.0 | -2 | 0 | i | -6 | 11 | 0.4 | -58 | 2
O=C(NC1CCCCC1)C1c2ccccc2OCC(=O)N1Cc1ccccn1 (configuration not stated) | -0.6 | -6 | -10 | i | -11 | · | -0.2 | · | 0
Cn1c(=O)cc(OCCCC(=O)Nc2cccc(Cl)c2)c2ccccc21 | 0.2 | -6 | -2 | i | -3 | -1 | 0.7 | 0 | -4
CC12CCC(=O)N1C(C(=O)Nc1nc(-c3ccccc3Cl)cs1)CS2 (configuration not stated) | -0.4 | -4 | 6 | i | 12 | 14 | 0.1 | 1 | -10
CC(=O)Nc1ccc(NC(=O)Cc2ccc(S(=O)(=O)N3CCCCC3)s2)cc1 | 0.0 | -3 | -6 | i | -5 | -13 | 0.3 | 0 | 4
O=C(O)c1ccc(CNC(=O)C2CCN(S(=O)(=O)c3cccs3)CC2)cc1 | 0.0 | -1 | -1 | i | -6 | 9 | -1.0 | 2 | 2
CCOC(=O)CSC1=C(C#N)C(c2ccccc2F)C(C(C)=O)=C(C)N1 (configuration not stated) | -0.1 | -2 | -2 | i | 8 | -42 | -0.7 | -3 | 0

Another view of 2 compounds above.
Results follow in this order: TbMetRS inhib	bovine MsrA act	CSN deneddyl inh	Neddylation inh	FAS TE block	PABP1 MLLE inh	MsrA inh	Rin1-Abl PPI inh	E coli Lon inh
CCOc1ccc(CCNC(=O)COC(=O)C2CCN(c3ccc(C(F)(F)F)cn3)CC2)cc1OCC
→ 0.0	0	-3	i	19	-2	-1.1	-3	-3
Cn1cc(S(=O)(=O)N2CCCC2)cc1C(=O)NCCc1ccccc1
→ -0.1	-4	-6	i	-3	-4	-0.7	-1	5

Other results follow.
SMILES | TbMetRS inhib | bovine MsrA act | CSN deneddyl inh | Neddylation inh | FAS TE block | PABP1 MLLE inh | MsrA inh | Rin1-Abl PPI inh | E coli Lon inh
O=C(CC1C(=O)NCCN1Cc1ccccc1C(F)(F)F)NC1CCCCC1 (configuration not stated) | -0.5 | -8 | -3 | i | 2 | 18 | 0.6 | -2 | 1
CCOC(=O)/C=C/C(=O)Nc1ccc(S(=O)(=O)N(C)c2ccccc2)cc1 | -0.3 | -1 | 4 | i | 0 | -11 | -0.6 | 0 | 4
COc1ccc(Cl)cc1-c1noc([C@@H]2O[C@H](CO)[C@H](O)[C@H](O)[C@H]2O)n1 | -0.2 | -4 | 5 | i | -7 | 22 | -0.1 | 3 | 12
Cc1cc(C(F)(F)F)nc(NCc2ccc(F)cc2)n1 | 0.4 | -5 | -1 | i | 17 | -8 | -0.4 | -1 | -4
O=C(CCNS(=O)(=O)c1ccccc1)OCC(=O)c1ccc(Cl)cc1 | -0.5 | -3 | 3 | i | 4 | -19 | -0.5 | 6 | -4
O=C(CNC(=O)C1CCCCC1)OCC(=O)c1ccc(Br)cc1 | -0.4 | -4 | -3 | i | 1 | 4 | -0.1 | 0 | 0
O=S(=O)(Nc1ccccc1O)c1cccc2cccnc12 | 0.6 | 7 | -4 | i | -5 | 3 | 0.3 | 2 | 2
COC(=O)CN1C(=S)N(c2ccc(Cl)cc2)C(=O)C1CC(=O)Nc1ccc(F)cc1 (configuration not stated) | 1.0 | -2 | -18 | i | 23 | 2 | 0.7 | 0 | 5
CCOC(=O)N1CCN(C(=O)/C=C/c2cccc([N+](=O)[O-])c2)CC1 | -0.2 | -5 | -13 | i | 36 | 7 | -0.3 | 5 | -9
COc1ccc(-n2ccnc2)cc1 | -0.5 | -5 | 5 | i | -3 | 8 | 0.1 | 1 | 0
CC1CC(C)CN(CCOCCSc2ccc(Cl)cc2)C1 (configuration not stated) | -0.2 | 0 | -13 | i | 1 | -11 | -1.5 | -1 | 3
O=C(NC1CC1)C1CCN(c2ccc(S(=O)(=O)N3CCOCC3)cc2)CC1 | -0.4 | -3 | -4 | i | -6 | -12 | · | -1 | 0
CC(C)CC(OC(=O)CC1Sc2ccccc2NC1=O)C(=O)NC1CCCC1 (configuration not stated) | -0.2 | -3 | 4 | i | 1 | -6 | 0.9 | 1 | -3
CSc1ccccc1NC(=O)CN(C)C(=O)c1cccc(S(=O)(=O)N(C)C)c1 | 0.0 | 1 | 1 | i | -8 | -14 | 1.0 | 0 | 2
CCCCSc1nnc(CCC)n1N | -1.4 | -6 | 4 | i | -10 | -9 | 1.1 | -1 | 3
O=C(Nc1ccc(S(=O)(=O)N2CCCCC2)cc1)c1ccncc1 | -0.3 | -10 | 0 | i | -16 | 2 | 1.3 | -2 | -6
COc1ccc(NS(=O)(=O)c2cccc(Cl)c2Cl)cc1S(=O)(=O)N1CCCCC1 | 0.2 | -4 | -4 | i | 1 | -4 | 0.4 | -1 | -13
O=C1C2C3CCC(C3)C2C(=O)N1c1ccc2ccccc2c1 (configuration not stated) | -0.4 | -3 | 1 | i | 0 | -7 | -1.1 | -4 | 1
O=C(N/N=C\c1ccc(-c2ccccc2[N+](=O)[O-])o1)C1COc2cc3ccccc3cc2O1 (configuration not stated) | 10* | -3 | 3 | i | 4 | 29 | 1.5 | 2 | -2
O=C(CN1CCN(Cc2ccccc2)CC1)N=Nc1c(O)[nH]c2ccccc12 | 1.3 | -5 | -11 | i | -13 | 10 | 2.4 | -6 | -7
CC(C)CN1C(=O)NC(NC(=O)c2ccco2)(C(F)(F)F)C1=O (configuration not stated) | -1.2 | 0 | -1 | i | -3 | 8 | -0.3 | 3 | -4
CCCOc1ccc(C(C)=O)cc1Cc1c(O)nc(SC)[nH]c1=O | 0.4 | -2 | 0 | i | -3 | -19 | 1.2 | 4 | -2
O=C(Nc1ccc(N2CCCC2)cc1)c1ccc2ccccc2c1 | -0.8 | -4 | -3 | i | 1 | -2 | 0.1 | 5 | 3
